Screening results: PubChem, several laboratories
cardiac RTF act = cardiac RTF calcium sensitivity activators, primary screen, biochemical, IANBD-TnC fluorescence, EC20 calcium. AID 493008, 2010. IANBD-labeled TnC RTF fluorescence at EC20 calcium; 0% EC20 calcium, 100% full calcium. 0.24% of 340,000 active. activation, % at 7.2 µM. Troponin I, cardiac muscle (Homo sapiens) + Troponin T, cardiac muscle (Homo sapiens) + …;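 active means activation above the mean over all tested compounds plus 3 SD, cut at about 30% in these data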;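 further: rise in fluorescence read as greater calcium sensitivity of cardiac thin filaments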
Tat export inh = E. coli Tat export inhibitors, primary screen, MC4100, TorA-mCherry reporter, fluorescence, single point | 0.036% of 340,000 active | inhibition, % at 10 µM;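 active means mean replicate inhibition at least 50% and at least half of replicates individually reaching 50%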;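 further: exported cargo escapes ClpAP degradation while cytoplasmic cargo is degraded and loses fluorescence; 0% = median of neutral control wells and 100% = median of NaSCN control wells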
MITF act = activators of MITF-driven TRPM1 promoter reporter, primary screen, cell-based, SK-MEL-5, luciferase, single point | SK-MEL-5 TRPM1-promoter luciferase, 24 h; % of positive control, neutral wells = 0 | activation, % at 12.5 µM | 0.75% of 300,000 active | AID 588334, 2011;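 active means mean activation of at least 80% with every replicate also reaching 80%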;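 further: 0% = neutral control wells and 100% = parthenolide positive control wells; values of inactives mirror those of a sister screen read the other way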
Rtt109 HAT inh = inhibitors of C. albicans Rtt109/Vps75 HAT, primary screen, biochemical, ThioGlo CoA-SH fluorescence, plate reader | Histone acetyltransferase RTT109 (Candida albicans (strain SC5314 / ATCC MYA-2876)), … | purified Rtt109/Vps75, 4 h | inhibition, % at 34.9 µM | 0.16% of 330,000 active;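 active means inhibition of at least 50% in every replicate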
Target sequence (Q5AAJ8 whole entry, looked up): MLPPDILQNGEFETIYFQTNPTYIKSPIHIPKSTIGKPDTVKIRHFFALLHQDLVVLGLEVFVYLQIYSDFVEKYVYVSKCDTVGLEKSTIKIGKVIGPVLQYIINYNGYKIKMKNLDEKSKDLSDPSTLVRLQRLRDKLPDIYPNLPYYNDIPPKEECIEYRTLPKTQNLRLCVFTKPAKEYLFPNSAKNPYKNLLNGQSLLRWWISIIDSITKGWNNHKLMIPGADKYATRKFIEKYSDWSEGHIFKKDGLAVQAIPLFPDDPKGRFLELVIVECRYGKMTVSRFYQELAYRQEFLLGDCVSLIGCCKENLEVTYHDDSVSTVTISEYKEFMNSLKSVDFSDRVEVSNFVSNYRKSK
V-ATPase pH = regulators of yeast V-ATPase proton pumping, primary screen, pHLuorin cytosolic pH fluorescence. 0.37% of 350,000 active. response, % at 10 µM. AID 504577, 2011. S. cerevisiae; in the data active means response mostly above about 7.3%, no sharp cut-off; inactive means mostly below about 5.4%; further: actives read high; inactives centre near 0; some compounds called inactive have numbers as strong as hits
Wnt bcat act = Wnt/beta-catenin pathway activators, primary screen, cell-based, plate reader, single point; 1.2% of 300,000 active; Wnt/beta-catenin reporter cell assay, activator; activation, % at 9.35 µM; AID 743398, 2014; in the data active means activation above about 30%, passing the limit was not always enough;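 further: 0% = neutral control wells and 100% = positive control wells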
CAL PDZ FP-1 = CAL PDZ peptide-binding inhibitors, primary screen, biochemical, fluorescence polarization, Cer-tagged CAL PDZ, HTS | 0.02% of 330,000 active | AID 504414, 2011 | Golgi-associated PDZ and coiled-coil motif-containing protein (Homo sapiens), Q9HD26 | inhibition, % at 20 µM | purified CAL PDZ, TMR-peptide fluorescence polarization, 1 h;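 active means highest replicate inhibition of at least 40%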;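 further: plate controls were DMSO neutral control wells for no effect and unlabeled competitor peptide control wells for full effect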
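Material: tagged CAL PDZ protein CerCALP, purified; buffer or medium: sodium phosphate/NaCl buffer pH 7.4 with TCEP, IgG, Thesit; also added: fluorescent TMR peptide probe; schedule: 1 h incubation at room temperature before polarization reading; technique: fluorescence polarization from S- and P-plane intensities, G-factor corrected; control set: unlabelled peptide and DMSO controls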
CAL PDZ FP-2 = untagged CAL PDZ binding inhibitors, primary screen, biochemical, fluorescence polarization, HTS; purified CAL PDZ, TMR-peptide fluorescence polarization, 1 h; inhibition, % at 24.9 µM; Golgi-associated PDZ and coiled-coil motif-containing protein (Homo sapiens), Q9HD26; 0.92% of 300,000 active; AID 602252, 2012;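 active means mean inhibition of at least 30% with at least half of replicates also reaching 30%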;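 further: 0% = DMSO neutral control and 100% = excess unlabeled competitor peptide PRC23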
CDK5 inh = inhibitors of human CDK5/p35 kinase, primary screen, biochemical, single concentration; inhibition, % at 10 µM; 0.01% of 330,000 active; AID 488839, 2010; Recombinant CDK5/p35, ADP-Glo luminescence, 60 min;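 active means highest replicate inhibition of at least 50% and at least 75% of replicates reaching 50%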;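 further: plate controls were DMSO neutral control for no effect and GW8510 at 10 µM for full effect; many of its hits are not listed in these tables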
dFosB act = activators of delta FosB homodimer, primary screen, biochemical, fluorescence polarization, TAMRA-CDK5 oligo, single point; Protein FosB (Mus musculus), P13346; purified delta FosB; percent of positive-control signal above neutral wells; activation, % at 25 µM; 0.99% of 340,000 active; AID 493131, 2011;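 active means mean activation above about 17%, with every replicate also reaching it, limit read from the data, passing the limit was not always enough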;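 further: fluorescence polarization rise as delta FosB binds a TAMRA Cdk5 AP-1 oligo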
Target sequence (P13346 whole entry, looked up): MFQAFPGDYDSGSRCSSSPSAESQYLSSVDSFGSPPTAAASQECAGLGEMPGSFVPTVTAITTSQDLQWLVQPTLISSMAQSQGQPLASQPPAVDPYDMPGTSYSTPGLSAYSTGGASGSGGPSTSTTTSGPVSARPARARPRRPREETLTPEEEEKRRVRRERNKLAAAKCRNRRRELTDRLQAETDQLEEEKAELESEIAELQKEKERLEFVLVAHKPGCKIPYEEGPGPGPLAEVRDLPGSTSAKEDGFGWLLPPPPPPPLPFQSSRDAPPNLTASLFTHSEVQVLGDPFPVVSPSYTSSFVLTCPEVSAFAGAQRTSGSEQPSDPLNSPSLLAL
The depositor's hits bear a star; · = no result given.

No.	SMILES	cardiac RTF act	Tat export inh	MITF act	Rtt109 HAT inh	V-ATPase pH	Wnt bcat act	CAL PDZ FP-1	CAL PDZ FP-2	CDK5 inh	dFosB act
1	CCOc1ccc(S(=O)(=O)Nc2ccccc2C(=O)N(C)C2CCN(C)CC2)cc1	-3	-5	10	-4	0	-4	0.3	·	-0.7	-8
2	CCOC(=O)N1CCN(C(=O)c2cc(COc3c(F)cccc3F)on2)CC1	2	-7	76	-14	2	45*	-2.2	-2	-3.1	-4
3	COCCCNC(=O)Cc1ccccc1OC	-23	-9	-7	-2	2	·	0.3	-5	-0.1	1
4	NC(=O)COC(=O)c1ccc2c(c1)S(=O)(=O)N=C1CCCCCN12	-1	2	3	-12	-5	-3	-0.6	·	-0.2	-1
5	Cn1nc(C(=O)OCc2ccccc2F)c2ccccc2c1=O	-2	-2	12	-6	-6	-2	-1.2	1	-0.1	-15
6	CCOC(=O)C1(Cc2ccc(OC)cc2)CCN(C(=O)CCn2ccc(C)n2)CC1	2	1	10	-1	-1	-3	-1.9	-3	0.2	0
7	O=C(COC(=O)c1ccc([N+](=O)[O-])o1)NC1CCCC1	3	1	-18	-21	1	0	0.5	·	1.8	-3
8	COc1cc(CNCc2cccs2)cc(Br)c1OC	5	-2	8	3	-4	·	0.3	-2	-3.1	0
9	COc1ccc(C(=O)N2CCC(C(=O)Nc3ccccc3OC)CC2)cc1	-1	-14	-7	3	0	-1	-0.3	4	0.0	4
10	COc1cc(C(=O)Nc2ccc(N(C)C)cc2)cc(OC)c1OC	11	6	51	0	8	·	-1.4	-1	1.2	-9
11	Cc1ccc(Nc2ccc([N+](=O)[O-])nc2[N+](=O)[O-])cc1	3	-7	-19	6	0	2	0.2	-7	1.9	8
12	COc1ccc(CCNC(=O)CSc2nnc(-c3cccc(C)c3)o2)cc1OC	-4	-1	·	6	0	·	-0.3	-1	1.4	-14
13	CCCCCCCCc1nnc(NC(=O)c2ccco2)s1	0	-15	-10	-6	7	-1	0.2	-5	4.0	-5
14	COc1ccc(-c2nnc(SCC(=O)c3[nH]c(C)c(C(C)=O)c3C)o2)cc1	3	3	-11	4	2	·	-3.4	-4	-0.5	-1
15	CC1CCCC(C)N1CCCNC(=O)Cn1ncc2c([nH]c3ccccc32)c1=O (stereo not given)	0	0	-10	5	2	-1	-0.4	-2	0.0	-2
16	CCc1ccc(/C=N/NC(=O)c2nnn(-c3nonc3N)c2CN2CCc3ccccc32)cc1	-6	1	5	-2	2	-1	-1.4	-1	1.5	-5
17	O=C(COc1ccc(Cl)cc1)NCc1n[nH]c(=O)c2ccccc12	6	-4	10	-2	2	-1	-3.0	-3	0.7	-2
18	COCCn1c(-c2ccc(Cl)cc2)cnc1SCC(=O)NCCc1ccc(OC)c(OC)c1	-1	10	-10	11	-2	-2	-2.0	-2	-1.7	1
19	O=c1cc(CSc2nnnn2-c2ccc(O)cc2)nc2sccn12	11	0	-4	2	0	-1	0.1	1	-1.3	-5
20	C=CCn1c(SCC(=O)c2ccc(Br)cc2)nnc1C(CC(C)C)NC(=O)c1cccs1 (stereo not given)	2	9	-7	5	-2	·	0.1	·	-5.4	0
21	CCOP(=O)(OCC)C(NC(=O)c1ccc(OC)cc1)c1ccccc1 (stereo not given)	15	1	5	-9	-4	-1	-0.9	5	-2.0	0
22	CCc1ccc(NC(=O)C(=O)NCCN2CCN(S(C)(=O)=O)CC2)cc1	2	-4	9	-6	-1	1	-0.3	-2	-4.8	7
23	CC1(C)O[C@@H]2[C@H](O1)[C@@H](COS(=O)(=O)O)O[C@H]2n1cc(Br)c(=O)[nH]c1=O	-1	-1	10	1	4	1	-7.6	-2	-1.1	-13
24	COC(=O)c1ccc(NC(=O)CSc2nnc(-c3cccnc3)o2)cc1	1	1	15	-3	-1	1	-1.9	-5	-1.2	-2
25	COc1ccc(NS(=O)(=O)c2cccc(NC(=O)COc3ccccc3[N+](=O)[O-])c2)cc1	2	-1	0	-9	0	-2	0.2	-1	-2.3	25*
26	COc1ccc(C(NC(=O)CNC(C)=O)C(=O)Nc2ccc(C(C)C)cc2)cc1 (stereo not given)	6	-4	·	2	-1	·	-1.0	·	-1.0	-2
27	O=C(CS(=O)(=O)Cc1ccccc1)Nc1ncccn1	6	-6	-13	3	15	·	0.1	-1	-0.6	-4
28	O=C(C[C@@H]1C/C=C\CCCC(=O)OC[C@@H]2CCCN2C1=O)NCCO	0	-10	-1	-4	-3	-1	-0.5	-2	-0.8	1
29	CCN(CC)CCN(C(=O)C1=COCCO1)c1nc2c(OC)ccc(OC)c2s1	2	6	-7	-6	4	3	-2.0	-2	1.6	10
30	COc1ccc(CN2C(=O)C(O)(CC(=O)c3ccc4c(c3)OCO4)c3ccccc32)cc1OC (stereo not given)	7	-3	10	-11	6	·	-3.3	·	1.1	-14
31	Cc1ccc(C(=O)Nc2ccc(Cc3ccncc3)cc2)cc1[N+](=O)[O-]	4	3	1	1	-1	·	-1.7	-1	0.6	-13
32	O=C(Nc1nc2cc3c(cc2s1)OCCO3)c1cccc(N2C(=O)CCC2=O)c1	4	5	·	-9	-2	19	-3.2	·	0.7	-5
33	CCC(C(=O)NCCCN1CC(C)CC(C)C1)n1ncn2c(cc3occc32)c1=O (stereo not given)	-4	1	-10	-4	0	1	-2.7	-2	·	-5
34	COc1ccccc1N1C(=O)c2ccccc2NC1c1ccncc1 (stereo not given)	0	-4	-6	-30	1	-2	-1.0	-8	-0.9	4
35	COCc1cc(C)nc(OCC(=O)N/N=C/c2ccc(OC)c(OC)c2)c1C#N	-2	-19	-14	·	0	-4	-0.8	-3	-1.7	-3
36	c1cncc(-c2noc(CC3CCCCC3)n2)c1	-3	3	66	-3	10	·	-2.5	-1	0.4	4
37	CN(C)c1ccc(N=Cc2nc(-c3ccccc3)oc2OC(=O)c2ccccc2)cc1	4	-9	12	-10	1	35*	0.2	4	0.4	-3
38	CC1CN(C(=O)COC(=O)c2cc3ccccc3cc2O)CC(C)O1 (stereo not given)	2	1	2	4	6	-3	-0.1	-1	-0.4	-4
39	CCn1c(=O)c2c(nc(SCC(=O)N3CCC(C)CC3)n2C)n(C)c1=O	2	2	-5	7	6	-2	-2.4	-7	-0.8	-1
40	CCC(=O)Nc1nc(C)c(-c2csc(Nc3cccc(C(=O)O)c3)n2)s1	1	-3	-3	17	0	0	-0.9	1	-8.5	-6
41	O=C(Oc1ccc2ccccc2c1)c1ccccc1	-3	-1	25	-3	1	·	-2.1	-3	0.4	-3
42	CCc1cc2c(-c3ccccc3)cc(=O)oc2cc1OC(C)C(C)=O (stereo not given)	5	5	·	0	3	0	-8.0	·	0.3	-20
43	C[C@]12c3[nH]c4ccc(Cl)cc4c3CCN1C(=O)[C@@H](CC(=O)NCCN1CCOCC1)C[C@@H]2C(=O)N1CCOCC1	-2	-5	-6	-4	-3	-3	-1.9	-9	1.2	-3
44	COc1ccc(NC(=O)CSCC(=O)Nc2ccccc2C(=O)N2CCCCC2)cc1	2	-3	1	0	-4	5	-0.5	0	-1.0	4

Structures shown so far that contain an aryl thioether with sulfur outside any ring:
No.	SMILES	cardiac RTF act	Tat export inh	MITF act	Rtt109 HAT inh	V-ATPase pH	Wnt bcat act	CAL PDZ FP-1	CAL PDZ FP-2	CDK5 inh	dFosB act
12	COc1ccc(CCNC(=O)CSc2nnc(-c3cccc(C)c3)o2)cc1OC	-4	-1	·	6	0	·	-0.3	-1	1.4	-14
14	COc1ccc(-c2nnc(SCC(=O)c3[nH]c(C)c(C(C)=O)c3C)o2)cc1	3	3	-11	4	2	·	-3.4	-4	-0.5	-1
18	COCCn1c(-c2ccc(Cl)cc2)cnc1SCC(=O)NCCc1ccc(OC)c(OC)c1	-1	10	-10	11	-2	-2	-2.0	-2	-1.7	1
19	O=c1cc(CSc2nnnn2-c2ccc(O)cc2)nc2sccn12	11	0	-4	2	0	-1	0.1	1	-1.3	-5
20	C=CCn1c(SCC(=O)c2ccc(Br)cc2)nnc1C(CC(C)C)NC(=O)c1cccs1 (stereo not given)	2	9	-7	5	-2	·	0.1	·	-5.4	0
24	COC(=O)c1ccc(NC(=O)CSc2nnc(-c3cccnc3)o2)cc1	1	1	15	-3	-1	1	-1.9	-5	-1.2	-2
39	CCn1c(=O)c2c(nc(SCC(=O)N3CCC(C)CC3)n2C)n(C)c1=O	2	2	-5	7	6	-2	-2.4	-7	-0.8	-1
